# Source: PubChem (The Scripps Research Institute Molecular Screening Center)
# PREPL inhibitor: inhibitors of human prolyl oligopeptidase-like enzyme PREPL; 320,000 tested, 0.68% active; AID 2751; recombinant PREPL, fluorescence polarization activity-based probe; inhibition, % at 5.96 µM; Q4J6C6; in the data active means inhibition above about 43%;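 further: 0% = enzyme with DMSO and 100% = wells lacking enzyme; many of its hits are not listed in these tables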
# GSTO1 counter: blocks human GSTO1 in RBBP9 counter-screen. AID 1974. inhibition, % at 5.96 µM. recombinant GSTO1, activity-based probe fluorescence polarization. 300,000 tested, 1.1% active;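 active means inhibition above the campaign mean inhibition plus 3 SD, cut at about 35% in these data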;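 further: 0% = GSTO1-1 with DMSO and 100% = wells lacking GSTO1-1 enzyme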
# LYPLA2 counter: blocks human lysophospholipase 2, a PME1 counter-screen | inhibition, % at 5.9 µM | recombinant LYPLA2, FP-Rh probe fluorescence polarization | O95372 | 320,000 tested, 0.38% active;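 active means inhibition above the screen-wide mean plus 3 SD, limit set per campaign, cut at about 26% in these data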;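 further: 0% = LYPLA2 with DMSO and 100% = wells lacking LYPLA2 enzyme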
# Target sequence (O95372 whole entry, looked up): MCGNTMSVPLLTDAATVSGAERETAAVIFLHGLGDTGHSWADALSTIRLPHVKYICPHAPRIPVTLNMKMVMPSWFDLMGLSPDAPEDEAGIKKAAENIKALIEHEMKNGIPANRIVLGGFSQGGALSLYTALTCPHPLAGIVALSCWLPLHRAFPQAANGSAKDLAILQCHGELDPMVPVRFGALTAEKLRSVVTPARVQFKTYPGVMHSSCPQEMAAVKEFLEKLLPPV
# PAFAH2 FP inh: PAFAH2 (human) inhibition. 340,000 tested, 0.99% active. inhibition, % at 3.39 µM. recombinant PAFAH2, FP-rhodamine activity probe, fluorescence polarization;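 active means inhibition above the mean over all tested compounds plus 3 SD, cut at about 30% in these data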;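 further: inhibitors block probe labeling of enzyme so polarization drops; 0% = enzyme with DMSO and 100% = wells lacking PAFAH2 protein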
# EBNA-1 inh: blocks EBNA-1 binding to DNA; EBNA-1 DNA binding, fluorescence polarization; inhibition, % at 14.8 µM; 300,000 tested, 0.34% active; AID 1950; in the data active means inhibition above about 28%
# PAFAH1B3 FP inh: inhibitors of human PAFAH1B3. recombinant PAFAH1B3, FP-rhodamine probe, fluorescence polarization. Q15102. 340,000 tested, 0.28% active. inhibition, % at 3.39 µM;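 active means inhibition above the screen-wide average of all tested compounds plus 3 SD, cut at about 25% in these data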;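 further: 0% = enzyme with DMSO only and 100% = wells lacking PAFAH1B3 protein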
# LYPLA1 inh: counter-screen for PME1 inhibitors: inhibitors of human LYPLA1; O75608; recombinant LYPLA1, FP-Rh probe fluorescence polarization; inhibition, % at 5.9 µM; 320,000 tested, 0.16% active;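 active means inhibition above the mean of all tested compounds plus 3 SD, set per campaign, cut at about 14% in these data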;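 further: inhibitors block serine hydrolase probe labeling of LYPLA1 so polarization falls; 0% = enzyme with DMSO and 100% = wells lacking LYPLA1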
# ZTA DNA inh: blocks Epstein-Barr virus ZTA, an EBNA-1 counter-screen. P03206. ZTA-DNA binding, fluorescence polarization. inhibition, % at 11 µM. 320,000 tested, 0.15% active. AID 2234; in the data active means inhibition above about 33%
# PAD4 inh: PAD4 (human) enzyme inhibition. Q9UM07. recombinant PAD4, RCA probe fluorescence polarization. inhibition, % at 6.36 µM. 330,000 tested, 0.41% active;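 active means percent inhibition above a cutoff equal to the mean of all tested compounds plus 3 SD, cut at about 15% in these data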;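 further: 0% = PAD4 with RCA probe and DMSO and 100% = probe without PAD4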
# Target sequence (Q9UM07 whole entry, looked up): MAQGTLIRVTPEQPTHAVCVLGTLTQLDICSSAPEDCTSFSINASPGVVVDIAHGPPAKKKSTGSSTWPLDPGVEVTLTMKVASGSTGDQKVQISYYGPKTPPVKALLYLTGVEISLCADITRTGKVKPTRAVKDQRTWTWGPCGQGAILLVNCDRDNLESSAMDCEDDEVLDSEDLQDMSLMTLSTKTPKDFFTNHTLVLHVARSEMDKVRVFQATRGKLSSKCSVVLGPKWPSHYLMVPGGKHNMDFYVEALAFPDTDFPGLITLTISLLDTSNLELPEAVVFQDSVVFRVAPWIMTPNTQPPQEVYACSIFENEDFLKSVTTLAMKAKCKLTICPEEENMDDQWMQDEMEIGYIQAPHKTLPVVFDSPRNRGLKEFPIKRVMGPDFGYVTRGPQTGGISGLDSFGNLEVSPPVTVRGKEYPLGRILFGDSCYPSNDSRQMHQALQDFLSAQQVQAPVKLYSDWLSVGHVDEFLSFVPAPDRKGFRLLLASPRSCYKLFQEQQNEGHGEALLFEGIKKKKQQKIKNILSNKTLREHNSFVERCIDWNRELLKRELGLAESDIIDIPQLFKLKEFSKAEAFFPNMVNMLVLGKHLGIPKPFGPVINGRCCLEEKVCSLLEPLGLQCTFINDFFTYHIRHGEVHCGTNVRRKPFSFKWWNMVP
# Numbers without * were called inactive; · = not tested or not shown. A portion of the library; rates above refer to the full screens.
SMILES,PREPL inhibitor,GSTO1 counter,LYPLA2 counter,PAFAH2 FP inh,EBNA-1 inh,PAFAH1B3 FP inh,LYPLA1 inh,ZTA DNA inh,PAD4 inh
O=S1(=O)NC(CC2=CCCCC2)C2CCCCC2O1 (stereo not drawn),6,5,1,-4,5,1,3,1,2
CC(=O)c1cccc(NC(=O)N2CCCC2C(=O)NCCc2ccccc2)c1 (stereo not drawn),4,1,0,1,-2,5,-2,-12,0
COc1ccc(CN2CC(C(N)=O)Oc3ccccc32)cc1F (stereo not drawn),3,3,-3,-8,8,6,3,-1,-1
O=C(O)c1ccc(OCc2ccc(C(=O)O)o2)cc1,-12,11,-2,-6,-6,3,-1,6,-1
Cc1cc(OCCCC(=O)Nc2cccc(-n3cnnn3)c2)ccc1Cl,-12,-8,-2,-4,-3,-6,-6,13,-1
COc1ccc(S(=O)(=O)N2CCC(c3nc4ccccc4[nH]3)CC2)cc1,-20,-8,-3,-1,-23,3,-3,2,-1
COc1cc2c(cc1NC(=O)c1ccc(C(C)(C)C)cc1)CCCC2,0,-2,1,-2,-7,3,-4,-3,-2
Cc1cccn2cc(-c3cccc(S(=O)(=O)N4CC(C)OC(C)C4)c3)nc12 (stereo not drawn),11,0,1,0,4,4,1,3,0
COc1ccc2c(c1)OC[C@H]1[C@H]2N2C(=O)c3cc(OC)ccc3NC(=O)[C@@]2(C)[C@H]1c1ccccc1,-4,-4,-15,-27,-3,-8,-9,-8,-5
CCCCCn1c(SCC2CCCO2)nc2cc(C(=O)N3CCC(C(N)=O)CC3)ccc2c1=O (stereo not drawn),19,-6,6,-2,-7,-4,-3,-2,1
COc1cccc2cc(C(=O)N3CCc4ccccc43)c(=O)oc12,7,-2,-1,3,-1,-6,0,7,-2
COc1ccc2[nH]c(=O)c(-c3nnn(-c4ccc(F)cc4)n3)cc2c1,0,2,5,-2,-1,4,2,4,7
Cc1cc(C)c2[nH]c(=O)c(CN(Cc3ccccc3)C(=S)NCCCN(C)C)cc2c1,17,-12,-9,-2,-3,-5,-4,-16,-3
Cc1cccc(-n2ncc3c(N(C)Cc4ccccc4)ncnc32)c1,0,-5,-2,2,4,-2,-4,-2,-3
N#Cc1ccc(-c2ccc(OCC(O)Cn3nnc4ccccc43)cc2)cc1 (stereo not drawn),-37,-2,9,1,-12,4,-1,-1,-5
CCCCn1c(N)c(N(CC(C)C)C(=O)c2ccc(COc3ccccc3)o2)c(=O)[nH]c1=O,7,0,-9,7,11,6,-4,-2,0
C=CCOc1c(CNn2cn[nH]c2=S)cccc1OC,2,7,-2,0,8,2,-2,19,0
CC1CCN(C(=O)c2cc(S(=O)(=O)N3CCCCC3)c[nH]2)CC1,1,1,1,16,-5,7,0,4,2
CCO[C@H]1c2c(ccc3ccc(=O)oc23)OC(C)(C)[C@@H]1O,-4,·,2,3,·,0,-2,-9,2
CNC[C@H]1Oc2c(NS(=O)(=O)c3ccccc3)cccc2C(=O)N([C@H](C)CO)C[C@@H]1C,6,·,·,-3,·,-6,·,·,2
Cc1ccc(S(=O)(=O)N2CCN(CC(=O)Nc3ccc4c(c3)CCC4)CC2)cc1C,-13,3,8,2,-6,3,-1,7,1
COc1ccc([C@H]2CC(=O)C=C(c3ccc(SC)cc3)C2)cc1OC,6,·,9,-4,·,1,1,-9,1
COCCNc1nc2sc3c(c2c(=O)n1Cc1ccco1)CCCCC3,-4,1,-1,14,-8,12,-4,0,2
CCOC(=O)c1cn(CC)c2cc(N3CCN(C)CC3)c(F)cc2c1=O,-4,7,5,7,6,3,1,6,-2
CC(C)CNC(=O)c1cccc(C(=O)NCC(C)C)c1,2,10,2,-1,2,2,-1,10,5
Cc1cccc(N2CCN(C3=NC(=O)C(=C4CCCCC4)S3)CC2)c1,20,5,15,1,3,0,2,16,3
CCOC(=O)C1CCCN(C(=O)C(C)Oc2ccc(Cl)cc2Cl)C1 (stereo not drawn),-1,-1,10,4,3,7,0,-2,2
CC(=O)Nc1cccc(NC(=O)C2CCCN2C(=O)Nc2ccc(C)cc2)c1 (stereo not drawn),6,4,-3,-3,-2,4,1,-16,3
COc1cccc(C(=O)NC2=NCCS2)c1OC,13,0,-1,0,-22,1,-4,3,-3
CC(C)(C)OC(=O)N1CCC(CC2CC(c3cccc(Br)c3)=NO2)(C(=O)NCC2CCCCC2)CC1 (stereo not drawn),6,-9,-10,-8,-1,-7,-6,3,0
O=C(CSc1nnc(CNc2ccc(F)cc2)n1Cc1ccccc1)N1CCOCC1,23,6,10,0,3,2,3,6,-3
Cc1cc(C)cc(NC(=S)N2CCN(c3ncccn3)CC2)c1,-6,6,-5,-8,4,-7,-1,7,2
Cc1ccccc1NC(=S)N(CCCN1CCOCC1)Cc1ccccn1,14,3,9,-6,-14,15,8,-27,-4
CC[N+]1=C(C)C(C)(C)c2cc(C)ccc21,-288,-125,-65,-65,7,-66,-32,-5,-148
CC(C)N(C(=O)CN(C#N)c1nc(N(C)C)nc(N(C)C)n1)c1ccccc1,10,6,5,-6,5,8,4,-11,2
O=C(OCC(=O)N1CCc2ccccc21)[C@@H]1CCCN1S(=O)(=O)c1ccccc1F,6,·,0,-2,·,-1,-4,9,-6
O=C(NCc1ccccc1CN1CCCC1)c1cccc(S(=O)(=O)N2CCOCC2)c1,10,·,-3,3,·,-2,0,4,-6
CN(C)c1cccc2c(S(=O)(=O)N3CCCC3)cccc12,20,14,2,5,1,2,-2,-12,-14
Cc1cc(N2CCN(c3cccc(C)c3C)CC2)nc(-c2ccccc2)n1,-4,0,3,-1,1,-2,-1,-12,0
O=C(O)COc1c(F)c(F)c(C(F)(F)F)c(F)c1F,-15,-1,11,8,-2,8,2,-9,-1

# Compound profiles, from the list above.
# Cc1ccccc1NC(=S)N(CCCN1CCOCC1)Cc1ccccn1 reads PREPL inhibitor: 14; GSTO1 counter: 3; LYPLA2 counter: 9; PAFAH2 FP inh: -6; EBNA-1 inh: -14; PAFAH1B3 FP inh: 15; LYPLA1 inh: 8; ZTA DNA inh: -27; PAD4 inh: -4
# O=C(O)COc1c(F)c(F)c(C(F)(F)F)c(F)c1F reads PREPL inhibitor: -15; GSTO1 counter: -1; LYPLA2 counter: 11; PAFAH2 FP inh: 8; EBNA-1 inh: -2; PAFAH1B3 FP inh: 8; LYPLA1 inh: 2; ZTA DNA inh: -9; PAD4 inh: -1

# (listing goes on)
SMILES,PREPL inhibitor,GSTO1 counter,LYPLA2 counter,PAFAH2 FP inh,EBNA-1 inh,PAFAH1B3 FP inh,LYPLA1 inh,ZTA DNA inh,PAD4 inh
CCC(=O)Nc1sc2c(c1C#N)CCCCC2,1,-6,0,-7,2,2,-2,-2,0
COCCN(C(=O)CCC(=O)Nc1nccs1)C(C(=O)NC(C)(C)C)c1ccc(F)cc1 (stereo not drawn),-2,4,1,-7,-6,6,-2,13,-2
CCN(CC(=O)N1CCC(C)CC1)S(=O)(=O)c1ccc(C)cc1,8,-3,-5,0,-13,5,-1,-20,-2
COc1cc(NC(=O)C2CCN(S(=O)(=O)c3cccnc3)CC2)cc(OC)c1OC,-2,4,7,-3,14,6,5,12,-1
CC1CC(C)CN(C(=O)CCNS(=O)(=O)c2ccc3c(c2)CCC(=O)N3)C1 (stereo not drawn),-6,-1,-6,-2,10,9,1,-11,-3
O=Cc1cn(CC(O)Cn2cc(C=O)c3ccccc32)c2ccccc12,3,-4,8,-2,-1,1,-2,-17,-2
CCN(CC)c1ccc(N2C(=O)/C(=C/c3ccccn3)SC2=S)cc1,5,2,2,-10,-6,-1,-1,4,-5
Cc1ccc(CC(=O)Nc2cccc(S(=O)(=O)N3CCOCC3)c2)cc1,16,3,-4,14,7,15,-1,-2,-1
COc1cc([N+](=O)[O-])ccc1NC(=O)Oc1ccc(NC(C)=O)cc1,22,-5,5,4,-4,7,-2,-14,3
COc1cccc(NC(=O)CCN2CCC(C(N)=O)CC2)c1,-10,2,4,2,2,11,0,1,-6
O=C(CN1CCC(O)(c2ccccc2F)CC1)NCCc1c[nH]c2ccccc12,11,0,2,-1,-4,6,0,5,-1
CCN(C(=O)COC(=O)/C=C/c1cccc(Cl)c1)c1c(N)n(Cc2ccccc2)c(=O)[nH]c1=O,13,·,-9,-1,·,-4,-5,-23,2
O=C(NN1CCN(Cc2ccccc2)CC1)c1ccc(Cl)cc1,7,5,0,2,3,7,0,-11,-5
Clc1ccc(-c2nnc(-c3ccco3)nc2N2CCCCC2)cc1,-13,-1,-2,7,-5,1,-3,-5,-6
CCOC(=O)Cc1csc(SCC(=O)Nc2nccs2)n1,4,3,3,0,-2,5,2,2,1
FC(F)(F)c1nc(-c2cccnc2)ncc1-c1nnnn1-c1ccccc1,3,-5,-4,14,-4,-8,-4,-7,-7
O=C(COc1ccccc1)NC(=S)N1CCc2ccccc21,0,7,-1,1,-12,3,-1,6,1
COc1ccccc1N1C(=O)C2C3C=CC(CC3)C2C1=O (stereo not drawn),0,-4,1,9,-6,11,-1,6,-5
CN(C)S(=O)(=O)c1cccc(NC(=O)COC(=O)c2c[nH]c(=O)[nH]c2=O)c1,-3,13,2,-1,-4,2,2,-22,1
Cc1cccc(N2CCN(C(=O)[C@H](C)N3C(=O)C4CC=CCC4C3=O)CC2)c1C (stereo partly drawn),33,·,·,7,·,4,·,·,-3
COc1ccc(C(=O)CN2C(=O)NC3(CCc4ccccc43)C2=O)c(OC)c1 (stereo not drawn),-5,-11,-2,10,-2,5,-5,-8,3
Cc1cc(N2CC(C(=O)O)CC2=O)ccc1Br (stereo not drawn),11,-4,5,-2,10,-3,-1,7,-6
COc1ccccc1NCCC(=O)O,-5,0,-2,-4,4,10,3,10,1
O=C(O)C(Cc1c[nH]c2ccccc12)N1C(=O)C2C3c4ccccc4C(c4ccccc43)C2C1=O (stereo not drawn),5,4,-3,-3,1,6,-5,1,2
O=C(Nc1ccc(S(=O)(=O)Nc2nccs2)cc1)C1CC(=O)N(c2ccc(Cl)cc2)C1 (stereo not drawn),2,1,8,-5,4,-4,-2,11,8
O=C(c1ccccc1[N+](=O)[O-])N1CCC(Cc2ccccc2)CC1,25,-3,-8,5,-3,3,4,-13,-2
CCC(=O)N(CCCN(C)C)c1nc(-c2cc(OC)ccc2OC)cs1,18,4,4,2,7,5,-1,8,2
CCn1c(SCC(=O)N/N=C(\C)c2ccncc2)nnc1-c1ccc(C)cc1,-4,-6,4,·,2,·,3,-10,-3
CC1CCCC(C)N1C(=O)CN1C(=O)C(C)(C)Oc2ccc(C(=O)NC3CCCCC3)cc21 (stereo not drawn),10,1,4,-2,7,3,4,0,3
CC(=O)c1ccc(OCc2cc(C(=O)NC3CCCCC3)no2)cc1,1,2,8,-6,9,-7,-5,-1,1
NC(=O)c1cccnc1OCC(F)(F)F,-1,3,4,-1,3,5,0,4,-1
CC(=O)NCCn1c(SCc2ccc(C)cc2)nc2ccccc2c1=O,17,-4,-3,0,-19,7,4,-12,-2
COc1cccc(NC(=O)c2cc(S(=O)(=O)N3CCc4ccccc43)cn2C)c1,-30,2,-17,0,-9,3,-12,-14,-2
O=C(Cc1cccs1)N1CCN=C1SCc1ccccc1Cl,4,3,-1,0,-6,9,-1,4,-3
CC12CCC(=O)N1C(C(=O)Nc1ccc(Cl)c(Cl)c1)CS2 (stereo not drawn),8,6,9,5,8,7,-3,1,-1
CC(C)CC(C(=O)OCC(=O)c1c(N)n(C)c(=O)n(C)c1=O)N1C(=O)c2ccccc2C1=O (stereo not drawn),13,3,0,0,1,1,-5,-8,5
COc1ccccc1N1CCN(CCN2C(=O)CC(=C3c4ccccc4-c4ccccc43)C2=O)CC1,7,-4,6,·,-2,·,4,4,-4
Cc1ccc(C(=O)COC(=O)c2ccc(Br)o2)cc1C,6,17,2,6,7,3,0,7,3
